High-throughput results deposited in PubChem by several laboratories.
MgcRacGAP inhibition = MgcRacGAP GTPase-activating activity inhibitors, confirmation, biochemical, ADP Hunter fluorescence; one-dose inhibition, % at 30 µM; IC50 in µM for titrated hits; MgcRacGAP-stimulated Rac1 GTP hydrolysis, ADP Hunter fluorescence; higher % means a stronger effect; GST-tagged Rac1 F28L mutant substrate; AID 624330; 340,000 compounds, 0.6% hits;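 active = first-screen hits whose inhibition reached a set limit at any dose in the follow-up dose series; inconclusive = inhibition above the set first-screen limit but never retested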;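 also: fluorescence reports GDP produced by GAP-driven GTP hydrolysis; strong numbers were not always called active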
NTR1 agonist = agonists of NTR1, primary screen, imaging, U2OS cells, beta-arrestin-GFP, high content (AID 493036); NTR1-U2OS beta-arrestin-GFP spot imaging, agonist mode; activation, % at 20 µM; P30989; 330,000 compounds, 0.17% hits;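 active = activation at or above 40% of the spot to cytoplasm intensity ratio, with at least 20 cells analyzed; inconclusive = wells under 20 cells, flagged as cytotoxic or low count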;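 also: 0% = DMSO without peptide and 100% = 100 nM NTR1 peptide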
Target sequence (P30989 whole entry, looked up): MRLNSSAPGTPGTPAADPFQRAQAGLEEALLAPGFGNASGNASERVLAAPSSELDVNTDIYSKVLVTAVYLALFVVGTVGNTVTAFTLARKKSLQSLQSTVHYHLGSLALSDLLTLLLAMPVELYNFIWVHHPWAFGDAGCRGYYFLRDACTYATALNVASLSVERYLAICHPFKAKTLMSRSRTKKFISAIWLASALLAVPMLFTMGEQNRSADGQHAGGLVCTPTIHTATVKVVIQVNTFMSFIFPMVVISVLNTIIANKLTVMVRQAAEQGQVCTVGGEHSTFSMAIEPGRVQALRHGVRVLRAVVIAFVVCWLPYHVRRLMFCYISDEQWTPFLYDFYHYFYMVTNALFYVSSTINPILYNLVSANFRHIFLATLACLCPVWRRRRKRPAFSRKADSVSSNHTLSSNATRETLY
Large T inhibition = TAg ATPase/helicase activity blockers – biochemical (AID 1903); 310,000 compounds, 0.39% hits; one-dose inhibition, % at 20 µM; IC50 in µM for titrated hits; SV40 large T antigen ATPase/helicase inhibition assay; higher % means a stronger effect; in the data active = a potency from the dose series; inconclusive = inhibition mostly from about 32% at the one dose, without a potency; inactive = the rest, 99 in 100 with inhibition below about 32%; also: strong numbers were not always called active
PhoP inhibition = PhoP-dependent GFP reporter repression – Salmonella Typhimurium, primary screen (AID 1863); S. Typhimurium PhoP-regulated promoter GFP reporter, 4 h; higher % means a stronger effect; 300,000 compounds, 0.16% hits; inhibition, % at 50 µM, or IC50 in µM where a hit was titrated;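 active = inhibition over 29.93%, a cutoff 3 SD above the screen mean, later confirmed by dose response; inconclusive = inhibition over 29.93% but no dose response follow-up; inactive = inhibition at most 29.93% or unconfirmed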;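 also: 0% = low Mg2+ inducing control and 100% = high Mg2+ repressing control; strong numbers were not always called active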
K1F lysis inhibition = inhibition of K1F phage lysis, E. coli UTI89, bacterial capsule biogenesis inhibitors, alamar blue (AID 488966) | E. coli UTI89 K1F phage lysis, alamar blue, 2 h; higher % means a stronger effect | inhibition, % at 100 µM; hits with a dose series show IC50 in µM | 340,000 compounds, 0.02% hits;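 active = phage lysis inhibition, versus mean bacterial control, above a set limit; inconclusive = no clear call, values can overlap the other calls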;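 also: capsule biogenesis inhibitors block K1F phage lysis so surviving cells raise fluorescence; higher fluorescence means more inhibition of phage lysis; actives were called in the ten point dose series up to 300 µM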
TNAP activators = stimulation of alkaline phosphatase TNAP activity – biochemical, luminescent, no phosphate acceptor, uHTS, primary screen (AID 1001) | purified TNAP, luminescent activation assay, no phosphate acceptor; higher activation fold means a stronger effect | 200,000 compounds, 0.03% hits | activation fold at 20 µM; hits with a dose series show EC50 in µM; in the data active = activation fold from about 3, or a potency from the dose series; inactive = the rest, 99 in 100 with activation fold below about 1.6; also: many of its hits are not listed in these tables
Myeloid diff MLP = myeloid differentiation induction; 360,000 compounds, 1% hits; ER-HoxA9 myeloid progenitors, lysozyme-GFP differentiation, flow cytometry; calls only at 10 µM;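 active = normalized GFP-positive differentiation at or above the plate's own cutoff, the solvent-only control mean plus 3 SD; inconclusive = no clear call, values can overlap the other calls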;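 also: cells exposed to compound for four days before flow analysis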
T cell HTS = modulates CD8 T cell binding to vesicles | 330,000 compounds, 0.068% hits | 2C CD8+ T cell-vesicle binding, flow cytometry; active compounds read low | calls only at 7 µM;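 active = response, share of CD8 T cells binding vesicles, and their 90th percentile fluorescence all below set limits, cut at about 80% in these data, passing the limit was not always enough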
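Read-out – percent CD8+ FL2 mean versus row control · System – murine 2C transgenic CD8+ T lymphocytes · Times – 1.5 h cell–vesicle binding at 37 °C, then 20 min icy labelling · Control set – naked vesicles low, QL9 vesicles with vehicle high · Detection – cytometric PE anti-B7-1 and Alexa647 anti-CD8 signals after 1% paraformaldehyde fixation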
RSV antiviral HEp-2 = RSV antiviral activity via CPE protection, HEp-2 cells, primary 10 µM value included (AID 2391); HEp-2 cells, RSV-induced CPE inhibition; higher % means a stronger effect; 310,000 compounds, 0.13% hits; CPE inhibition, % at 10 µM, or IC50 in µM where a hit was titrated; in the data active = a potency from the dose series; inconclusive = CPE inhibition mostly from about 23% at the one dose, without a potency; inactive = the rest, 99 in 100 with CPE inhibition below about 21%; also: strong numbers were not always called active
T cell HTS vesicle-bound % = also measured in T cell HTS; calls as there; double positive events, %; measured here: CD8+ vesicle-bound cell fraction;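 binding gate set so that unloaded-vesicle control wells show 10% double positive cells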
NTR1 agonist cell count 20 µM = second read-out of NTR1 agonist, no call of its own (marks repeat the call); cell count; measured here: cell count, cytotoxicity flag
Myeloid diff MLP GFP+ MAC1+ % = further read-out of Myeloid diff MLP, marked with its call; GFP+ MAC1+ double positive, %; measured here: differentiation confirmed by MAC1 staining
* = called active by the depositor; [ ] = another dose, or the depositor's remark.

`COc1cccc(CNC(=O)Cc2ccc(-n3c(=O)[nH]c4ccccc4c3=O)cc2)c1` gave MgcRacGAP inhibition -1%, NTR1 agonist 6.3, Large T inhibition 4%, PhoP inhibition 3%, K1F lysis inhibition 1.6%[50 µM], TNAP activators 1.1, Myeloid diff MLP inactive, T cell HTS inactive, RSV antiviral HEp-2 0.9%, T cell HTS vesicle-bound % 22, NTR1 agonist cell count 20 µM 58 and Myeloid diff MLP GFP+ MAC1+ % 0.5.
`Cc1ccc(CNC(=O)CCSCCC(=O)NCc2ccc(C)cc2)cc1` gave MgcRacGAP inhibition 2%, NTR1 agonist -1.5, Large T inhibition 15%, PhoP inhibition 9%, K1F lysis inhibition 0.6%, TNAP activators 1, Myeloid diff MLP inactive, T cell HTS inactive, RSV antiviral HEp-2 0.3%, T cell HTS vesicle-bound % 35, NTR1 agonist cell count 20 µM 93 and Myeloid diff MLP GFP+ MAC1+ % 1.4.
Screening O=C(c1ccc(CS(=O)(=O)c2ccc(Br)cc2)o1)N1CCN(c2ccc(F)cc2)CC1 returned MgcRacGAP inhibition 15%, NTR1 agonist 1.3, Large T inhibition 9%, PhoP inhibition -5%, K1F lysis inhibition 0.2%, Myeloid diff MLP inactive, T cell HTS inactive, RSV antiviral HEp-2 3.6%, T cell HTS vesicle-bound % 46, NTR1 agonist cell count 20 µM 60 and Myeloid diff MLP GFP+ MAC1+ % 8.7.
Screening N#C/C(=C\c1ccccc1)C(=O)Nc1nncs1 returned MgcRacGAP inhibition -2%, NTR1 agonist -1.4, Large T inhibition 17%, PhoP inhibition -1%, K1F lysis inhibition 2.0%, Myeloid diff MLP inactive, T cell HTS inactive, RSV antiviral HEp-2 -0.6%, T cell HTS vesicle-bound % 35, NTR1 agonist cell count 20 µM 53 and Myeloid diff MLP GFP+ MAC1+ % 0.3.
COC(=O)c1cccc(NC(=S)NCc2ccc(F)cc2)c1 was read as MgcRacGAP inhibition -3%, NTR1 agonist 0.3, Large T inhibition 2%, PhoP inhibition 1%, K1F lysis inhibition -0.8%, TNAP activators 1, Myeloid diff MLP inactive, T cell HTS inactive, RSV antiviral HEp-2 4.8%, T cell HTS vesicle-bound % 57, NTR1 agonist cell count 20 µM 51 and Myeloid diff MLP GFP+ MAC1+ % 0.4.
Cc1ccc(CNC(=O)Nc2ccc(C)cc2)cc1 was read as MgcRacGAP inhibition 7%, NTR1 agonist 1.8, Large T inhibition 10%, PhoP inhibition -4%, K1F lysis inhibition 0.1%, TNAP activators 1.1, Myeloid diff MLP inactive, T cell HTS inactive, RSV antiviral HEp-2 0.5%, T cell HTS vesicle-bound % 37, NTR1 agonist cell count 20 µM 74 and Myeloid diff MLP GFP+ MAC1+ % 0.3.
COCCn1c(=O)[nH]c2cc(C(=O)N3CCN(c4ccccc4OC)CC3)ccc2c1=O was read as MgcRacGAP inhibition 12%, NTR1 agonist -1.3, Large T inhibition 6%, PhoP inhibition -2%, K1F lysis inhibition 0.2%, TNAP activators 1, Myeloid diff MLP inactive, T cell HTS inactive, RSV antiviral HEp-2 1.2%, T cell HTS vesicle-bound % 28, NTR1 agonist cell count 20 µM 82 and Myeloid diff MLP GFP+ MAC1+ % 1.5.
Cc1ccc(-c2nn3c(C)nnc3c3ccccc23)cc1S(=O)(=O)NC(C)c1ccccc1 (centres undefined) was read as MgcRacGAP inhibition 4%, NTR1 agonist 10, Large T inhibition -1%, PhoP inhibition -2%, K1F lysis inhibition -0.6%, TNAP activators 1.1, Myeloid diff MLP inactive, T cell HTS inactive, RSV antiviral HEp-2 18%, T cell HTS vesicle-bound % 24, NTR1 agonist cell count 20 µM 43 and Myeloid diff MLP GFP+ MAC1+ % 0.3.
Screening CCOC(=O)CCCNC(=O)COC(=O)c1cccc(C)c1O returned MgcRacGAP inhibition 5%, NTR1 agonist -2.2, Large T inhibition 17%, PhoP inhibition 3%, K1F lysis inhibition 0.0%, TNAP activators 0.9, Myeloid diff MLP inactive, T cell HTS inactive, RSV antiviral HEp-2 0.0%, T cell HTS vesicle-bound % 31, NTR1 agonist cell count 20 µM 34 and Myeloid diff MLP GFP+ MAC1+ % 1.0.
Screening O=C(Cn1cc(C(F)(F)F)cc(Cl)c1=O)Nc1cc(Cl)cc(Cl)c1 returned MgcRacGAP inhibition 5%, NTR1 agonist 0.2, Large T inhibition 2%, PhoP inhibition 5%, K1F lysis inhibition 0.1%, TNAP activators 1, Myeloid diff MLP inactive, T cell HTS inactive, RSV antiviral HEp-2 0.5%, T cell HTS vesicle-bound % 38, NTR1 agonist cell count 20 µM 36 and Myeloid diff MLP GFP+ MAC1+ % 0.1.
Screening O=c1c(Cl)c(Cl)cnn1-c1ccccc1 returned MgcRacGAP inhibition 2%, Large T inhibition 2%, PhoP inhibition 35%, K1F lysis inhibition 0.6%, TNAP activators 1 and Myeloid diff MLP inconclusive.
COc1ccccc1NC(=S)NC(NC(=O)C(C)C)C(Cl)(Cl)Cl (centres undefined) was read as MgcRacGAP inhibition 12%, NTR1 agonist -0.2, K1F lysis inhibition 0.3%, TNAP activators 1, Myeloid diff MLP inactive, T cell HTS inactive, RSV antiviral HEp-2 1.6%, T cell HTS vesicle-bound % 57, NTR1 agonist cell count 20 µM 89 and Myeloid diff MLP GFP+ MAC1+ % 0.1.

Next part, overlapping the part above by 2 compounds.
Screening O=c1c(Cl)c(Cl)cnn1-c1ccccc1 returned MgcRacGAP inhibition 2%, Large T inhibition 2%, PhoP inhibition 35%, K1F lysis inhibition 0.6%, TNAP activators 1 and Myeloid diff MLP inconclusive.
COc1ccccc1NC(=S)NC(NC(=O)C(C)C)C(Cl)(Cl)Cl (centres undefined) was read as MgcRacGAP inhibition 12%, NTR1 agonist -0.2, K1F lysis inhibition 0.3%, TNAP activators 1, Myeloid diff MLP inactive, T cell HTS inactive, RSV antiviral HEp-2 1.6%, T cell HTS vesicle-bound % 57, NTR1 agonist cell count 20 µM 89 and Myeloid diff MLP GFP+ MAC1+ % 0.1.
`COc1cccc(C(=O)NCCS(=O)(=O)N(C)Cc2ccccc2)c1` gave MgcRacGAP inhibition 5%, NTR1 agonist 0.5, Large T inhibition 22%, PhoP inhibition 3%, K1F lysis inhibition -0.6%, T cell HTS inactive, RSV antiviral HEp-2 0.8%, T cell HTS vesicle-bound % 28 and NTR1 agonist cell count 20 µM 39.
For O=C1C2C3c4ccccc4C(c4ccccc43)C2C(=O)N1Cc1ccccn1 (centres undefined) the results were MgcRacGAP inhibition 0%, NTR1 agonist -0.7, Large T inhibition 7%, PhoP inhibition 2%, K1F lysis inhibition 0.2%, TNAP activators 1.2, Myeloid diff MLP inactive, T cell HTS inactive, RSV antiviral HEp-2 0.5%, T cell HTS vesicle-bound % 30, NTR1 agonist cell count 20 µM 61 and Myeloid diff MLP GFP+ MAC1+ % 0.3.
For COc1ccc(Cl)cc1Nc1nc(-c2sc(NC(=O)C(C)(C)C)nc2C)cs1 the results were MgcRacGAP inhibition 4%, NTR1 agonist 5.4, Large T inhibition 12%, PhoP inhibition -2%, K1F lysis inhibition 1.6%, TNAP activators 1.1, Myeloid diff MLP inactive, T cell HTS inactive, RSV antiviral HEp-2 5.5%, T cell HTS vesicle-bound % 43, NTR1 agonist cell count 20 µM 98 and Myeloid diff MLP GFP+ MAC1+ % 1.3.
`Cc1ccc(C)c(S(=O)(=O)N2CCN(C(=O)c3ccnn3C)CC2)c1` gave MgcRacGAP inhibition 5%, NTR1 agonist -0.2, Large T inhibition 4%, PhoP inhibition 7%, K1F lysis inhibition 0.0%, Myeloid diff MLP inactive, T cell HTS inactive, RSV antiviral HEp-2 1.4%, T cell HTS vesicle-bound % 7, NTR1 agonist cell count 20 µM 66 and Myeloid diff MLP GFP+ MAC1+ % 0.4.
`c1ccc2c(c1)CCCN2Cc1nnnn1CC1CCCO1` (centres undefined) gave MgcRacGAP inhibition -2%, NTR1 agonist -0.3, Large T inhibition 7%, PhoP inhibition 3%, K1F lysis inhibition -0.2%, TNAP activators 1.1, Myeloid diff MLP inactive, T cell HTS inactive, RSV antiviral HEp-2 0.2%, T cell HTS vesicle-bound % 37, NTR1 agonist cell count 20 µM 85 and Myeloid diff MLP GFP+ MAC1+ % 0.8.
COc1ccc(-c2csc(NNC3=NCCCCC3)n2)cc1 was read as NTR1 agonist 1.0, Large T inhibition 54%, PhoP inhibition -2%, TNAP activators 1.3, T cell HTS inactive, RSV antiviral HEp-2 2.7%, T cell HTS vesicle-bound % 26 and NTR1 agonist cell count 20 µM 100.
CCC(c1nnnn1Cc1ccc(F)cc1)N(CCCO)Cc1cc2cc3c(cc2[nH]c1=O)OCO3 (centres undefined) was read as MgcRacGAP inhibition 4%, NTR1 agonist 0.5, Large T inhibition 21%, PhoP inhibition -4%, K1F lysis inhibition 9.9%, TNAP activators 1.1, Myeloid diff MLP inactive, T cell HTS inactive, RSV antiviral HEp-2 2.5%, T cell HTS vesicle-bound % 12, NTR1 agonist cell count 20 µM 66 and Myeloid diff MLP GFP+ MAC1+ % 0.5.
`Cc1ccc(N2C(=O)CC(Sc3nc(C)cc(C)n3)C2=O)cc1` (centres undefined) gave MgcRacGAP inhibition 6%, NTR1 agonist 0.5, Large T inhibition 11%, PhoP inhibition 0%, K1F lysis inhibition -0.2%, Myeloid diff MLP inactive, T cell HTS inactive, RSV antiviral HEp-2 7.4%, T cell HTS vesicle-bound % 61, NTR1 agonist cell count 20 µM 63 and Myeloid diff MLP GFP+ MAC1+ % 2.3.
`CC1CN(c2ccc([N+](=O)[O-])cc2C(=O)N2CCOCC2)CC(C)N1` (centres undefined) gave MgcRacGAP inhibition 9%, NTR1 agonist 0.0, Large T inhibition 6%, PhoP inhibition 3%, K1F lysis inhibition 2.2%[50 µM], TNAP activators 1, Myeloid diff MLP inactive, T cell HTS inactive, RSV antiviral HEp-2 1.1%, T cell HTS vesicle-bound % 44, NTR1 agonist cell count 20 µM 55 and Myeloid diff MLP GFP+ MAC1+ % 0.8.
